VCAM1 TNFa inh – reduces TNF alpha induced VCAM1 expression in HUVEC; HUVEC TNFa-induced VCAM-1 immunofluorescence, high-content imaging; inhibition, % at 2 µM; hit rate 0.48% among 95,000; AID 802;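 active = inhibition above the batch mean plus 3 SD, with images confirmed as a hit by eye, cut at about 37% in these data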;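 note: 0% = TNF-stimulated DMSO wells and 100% = unstimulated control wells; not every result past the cut was called active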
CYP2C19 inh – inhibitors of human CYP2C19 | inhibition, % at 5 µM | CYP2C19 Supersomes, luciferin-H EGE luminescence, 30 min | hit rate 21% among 96,000 | AID 778;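 active = CYP2C19 inhibition above a set limit at 5 µM in the primary screen, cut at about 50% in these data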;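 note: plate controls were negative control wells for no effect and 2.5 mM tranylcypromine positive control for full effect; values of inactives mirror those of a sister screen read the other way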
DAT uptake mod – changed human dopamine transporter uptake under cocaine IC80. Q01959. LLC-PK1 hDAT cells, [14C]-dopamine uptake with cocaine IC80; actives deviate in either direction. B-score at 10 µM. hit rate 1.3% among 110,000;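 active = Z score or B-score, a plate-position-corrected score, falls beyond the plate's 99.7% confidence bounds, in either direction; inactive = both scores lie inside the 99.7% bounds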;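 note: scored against the spread of the other compound wells on the same plate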
Target sequence (Q01959 whole entry, looked up): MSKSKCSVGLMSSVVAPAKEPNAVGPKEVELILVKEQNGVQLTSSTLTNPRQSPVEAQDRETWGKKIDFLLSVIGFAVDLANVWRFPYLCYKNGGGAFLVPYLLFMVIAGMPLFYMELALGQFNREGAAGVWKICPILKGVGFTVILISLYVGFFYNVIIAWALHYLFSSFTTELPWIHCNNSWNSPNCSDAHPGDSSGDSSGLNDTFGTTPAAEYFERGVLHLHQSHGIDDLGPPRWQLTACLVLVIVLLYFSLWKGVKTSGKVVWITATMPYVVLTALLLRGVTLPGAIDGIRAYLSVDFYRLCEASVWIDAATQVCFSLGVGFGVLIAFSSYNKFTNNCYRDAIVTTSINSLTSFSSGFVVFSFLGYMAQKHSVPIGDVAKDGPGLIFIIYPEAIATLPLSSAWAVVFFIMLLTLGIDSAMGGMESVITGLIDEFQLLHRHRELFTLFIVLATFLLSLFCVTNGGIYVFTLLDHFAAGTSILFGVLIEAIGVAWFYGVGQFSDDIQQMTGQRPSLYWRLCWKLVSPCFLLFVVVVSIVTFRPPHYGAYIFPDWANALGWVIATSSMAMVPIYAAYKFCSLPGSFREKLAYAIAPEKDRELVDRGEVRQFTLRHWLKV
CYP2C9 act – activators of human CYP2C9; activation factor at 5 µM; P11712; hit rate 1.4% among 96,000; recombinant CYP2C9, luciferin-H conversion, luminescence; stronger effect = higher value; factor 1 = untreated enzyme, 0 = blocked;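 active = activation factor of 2 or more for CYP2C9 at a 5 µM dose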;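 note: 0 = sulfaphenazole-blocked wells and 1 = vehicle-only wells; values of inactives mirror those of a sister screen read the other way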
CYP2C9 inh – inhibitors of human CYP2C9. AID 777. inhibition, % at 5 µM. hit rate 20% among 96,000. CYP2C9 Supersomes, luciferin-H conversion, luminescence;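 active = blocking of liver enzyme CYP2C9 beyond about 50% at 5 µM, limit read from the data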; note: values of inactives mirror those of a sister screen read the other way
Calb biofilm kill – kills Candida albicans biofilms | hit rate 0.14% among 85,000 | C. albicans biofilm + clotrimazole, Alamar Blue | inhibition, % at 6 µM | AID 834;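 active = inhibition above 20%; inactive = inhibition below 20%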;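 note: preformed 24 hr biofilms exposed to compound for 48 hr; 0% = biofilm without compound and 100% = blank killed by clotrimazole plus chlorhexidine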
CYP2C19 act – increases human CYP2C19 enzyme activity; recombinant CYP2C19, luciferin-H EGE luminescence; stronger effect = higher value; 0 = fully inhibited enzyme, 1 = untreated enzyme; activation factor at 5 µM; 96,000 tested, under 10 active;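 active = activation factor of at least 2 at 5 µM in the primary screen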;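 note: 0 = wells with 2.5 mM tranylcypromine and 1 = vehicle-only wells; values of inactives mirror those of a sister screen read the other way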
IL1B cytotox – HUVEC cytotoxicity counter-screen, IL-1B stimulated; HUVEC cell count loss, Hoechst imaging; cell count reduction, % at 2 µM; hit rate 0.41% among 94,000;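 active = cell count reduction more than 3 SD above the screen-wide mean, cut at about 70% in these data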;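 note: normalized per plate to untreated control cells as the no-loss baseline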
HUVEC tox TNFa – HUVEC cytotoxicity counter-screen, TNF alpha stimulated | HUVEC TNFalpha-stimulated, Hoechst cell count, imaging | hit rate 0.17% among 93,000 | cell count reduction, % at 2 µM;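 active = cell count reduction exceeding the screen mean by over 5 SD, scaled to untreated wells per plate, cut at about 78% in these data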;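 note: cells counted after 24 h of TNF alpha exposure following the 1 h pretreatment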
Starred values were filed as active, the others as inactive; nt = not tested or not shown.

The first 7 records, ahead of the listing:
SMILES	VCAM1 TNFa inh	CYP2C19 inh	DAT uptake mod	CYP2C9 act	CYP2C9 inh	Calb biofilm kill	CYP2C19 act	IL1B cytotox	HUVEC tox TNFa
CCCCc1c(C)c2cc(C)ccc2[nH]c1=O	6	47	1	1	1	4	0.5	0	-28
COc1ccc(C2CC(C(F)(F)F)n3nc(C(=O)NCCCn4ccnc4)cc3N2)cc1OC (stereo unspecified)	-7	8	0.96	0.7	29	9	0.9	-10	9
COC(=O)C1C(=O)C2=C(CC1C)NC(C)=C(C(=O)OC(C)C)C2c1ccc(OC)c(O)c1 (stereo unspecified)	18	-11	1	0.8	15	10	1.1	17	-13
Cc1sc2nc(SCC(=O)N3CCCC3)[nH]c(=O)c2c1C	nt	-1	1.1	0.8	24	10	1	nt	nt
N#Cc1ccccc1Cn1cc(C#N)c2ccccc21	8	nt	-0.97	nt	nt	5	nt	18	-31
NC(=O)c1ccsc1NC(=O)COC(=O)c1ccccc1NCc1ccco1	12	74*	-0.015	0.1	90*	6	0.3	14	-18
CCOC(=O)c1c(C)[nH]c(C(=O)COC(=O)C(C)N2C(=O)C3CCCCC3C2=O)c1C (stereo unspecified)	13	55*	1.6	0.5	52*	8	0.4	-1	-19

Results, from the start:
SMILES	VCAM1 TNFa inh	CYP2C19 inh	DAT uptake mod	CYP2C9 act	CYP2C9 inh	Calb biofilm kill	CYP2C19 act	IL1B cytotox	HUVEC tox TNFa
CCCCc1c(C)c2cc(C)ccc2[nH]c1=O	6	47	1	1	1	4	0.5	0	-28
COc1ccc(C2CC(C(F)(F)F)n3nc(C(=O)NCCCn4ccnc4)cc3N2)cc1OC (stereo unspecified)	-7	8	0.96	0.7	29	9	0.9	-10	9
COC(=O)C1C(=O)C2=C(CC1C)NC(C)=C(C(=O)OC(C)C)C2c1ccc(OC)c(O)c1 (stereo unspecified)	18	-11	1	0.8	15	10	1.1	17	-13
Cc1sc2nc(SCC(=O)N3CCCC3)[nH]c(=O)c2c1C	nt	-1	1.1	0.8	24	10	1	nt	nt
N#Cc1ccccc1Cn1cc(C#N)c2ccccc21	8	nt	-0.97	nt	nt	5	nt	18	-31
NC(=O)c1ccsc1NC(=O)COC(=O)c1ccccc1NCc1ccco1	12	74*	-0.015	0.1	90*	6	0.3	14	-18
CCOC(=O)c1c(C)[nH]c(C(=O)COC(=O)C(C)N2C(=O)C3CCCCC3C2=O)c1C (stereo unspecified)	13	55*	1.6	0.5	52*	8	0.4	-1	-19
CCNC(=O)n1nccc1C(C)Oc1ccc(Cl)cc1 (stereo unspecified)	16	88*	-0.28	0.3	71*	nt	0.1	-15	1
CCOc1ccc(/C(O)=C2/C(=O)C(=O)N(CCOCCO)C2c2ccc(F)cc2)cc1 (stereo unspecified)	3	-16	0.51	1.1	-9	-2	1.2	-12	-2
COc1ccccc1-c1cc(C(=O)NCc2ccc(F)cc2)no1	-14	21	-0.61	3*	-200	nt	0.8	12	-4
CCCn1c(SCC(=O)Nc2ccccc2-c2ccccc2)nnc1-c1ccoc1C	nt	82*	0.26	0.1	87*	2	0.2	nt	nt
COc1ccc(OC)c(C2C(C(=O)Nc3ccccc3OC)=C(C)Nc3nc(CCCO)nn32)c1 (stereo unspecified)	-2	-3	-0.58	0.9	5	10	1	0	-1
CCOC(=O)c1oc2ccc3c(c2c1C)C(=O)CC1(CCN(C(=O)OCC)CC1)O3	nt	52*	0.37	0.5	51*	nt	0.5	nt	nt
CC(C)N(C(=O)COC(=O)c1cc(Cl)cc(Cl)c1N)C(C)C	11	83*	0.45	0.3	66*	4	0.2	-4	-19
Cc1cc(C)n2nc(C(=O)NCc3ccco3)nc2n1	6	nt	0.092	nt	nt	7	nt	9	-18
CC(C)(C)c1ccc2c(c1)N(CC(=O)O)C(=O)CO2	-5	2	-0.98	1	3	nt	1	22	9
COc1ccc(CCNc2nc(N3CCOCC3)nc(N3CCOCC3)n2)cc1OC	nt	17	0.17	0.9	5	0	0.8	-25	nt
CCN(CC)S(=O)(=O)c1ccc2c(c1)c(=O)c(C(=O)NCCN(C)CCc1ccccc1)cn2C	nt	1	1.3	0.7	30	-2	1	nt	nt
O=C(CSc1ccc2nnc(-c3ccccn3)n2n1)N1CCN(c2ccccc2)CC1	0	38	0.57	1	-1	5	0.6	-2	-11
CCC(C)Sc1nc2c(c(=O)[nH]c(=O)n2C)n1Cc1ccccc1Cl (stereo unspecified)	nt	2	0.02	1	4	15	1	nt	nt
COc1ccc(OC)c(N(CC(=O)Nc2ccccc2C(=O)NCc2ccco2)S(C)(=O)=O)c1	-2	90*	1.7	0.1	91*	3	0.1	9	-20
O=C1CC(NCCN2CCOCC2)C(=O)N1Cc1ccc(N2CCCC2=O)cc1 (stereo unspecified)	11	5	1.1	1	2	5	1	-4	4
NC1CCCCC1N=Cc1c(O)n(CCc2ccc(F)cc2)c(=O)[nH]c1=O (stereo unspecified)	-4	-1	-0.21	0.9	5	6	1	2	-9
CCOC(=O)c1cc2c3ccccc3n(CC)c2nc1N	2	-5	nt	1	2	nt	1.1	-8	-31
O=C(O)c1cc2cc(OCc3ccccc3)ccc2[nH]1	-2	8	-0.2	0.9	11	6	0.9	-68	1
COc1cc(NC(=O)c2cc(OC)c(OC)c(OC)c2)c(OC)cc1NC(=O)CN1CCCCC1	23	18	-0.045	0.8	22	7	0.8	-13	-5
CN1C2C=C(N(CCc3c[nH]c4ccccc34)C(=O)c3ccc(Cl)cc3)CC1CC2 (stereo unspecified)	7	7	-0.17	1	1	nt	0.9	-11	-21
Cc1ccc(-c2cc(C(=O)N/N=C/c3ccco3)[nH]n2)cc1	10	12	nt	1.3	-28	6	0.9	13	-8
COc1cc(C)c(Cl)cc1S(=O)(=O)NCc1ccco1	-5	98*	1.1	2*	-100	-4	0	-14	3
O=C(Cc1ccccc1)N/N=C\c1ccc(Br)o1	-40	30	-0.0048	1	-1	nt	0.7	-4	-32
O=C(CSc1nnc(-c2ccco2)n1Cc1ccccc1)NC(=O)NCc1ccco1	12	50*	1.9	0.7	30	4	0.5	-24	-21
C=CCc1c(C)nc(SCC(N)=O)[nH]c1=O	-23	-8	0.073	0.9	15	5	1.1	-5	-6
CC(=O)c1sc(Nc2ccccn2)nc1C	10	-16	0.027	1	-4	6	1.2	-44	-1
CCOC(=O)Cc1csc(NC(=O)CSc2nnc(-c3ccncc3)n2Cc2ccco2)n1	-8	nt	2.3	nt	nt	3	nt	-152	4
Cc1cc(-c2ccccc2)n2nc(C)c(-c3ccccc3)c2n1	15	31	1.8	1.1	-9	nt	0.7	-19	-17
CN1CCN(C(=O)C2CC(c3c(F)cccc3Cl)=NO2)CC1 (stereo unspecified)	nt	6	-0.27	2.8*	-185	3	0.9	-15	nt
COc1ccc(CCNS(=O)(=O)c2ccccc2)cc1OC	-9	34	0.06	0.7	33	5	0.7	-2	-26
CN(Cc1ccccc1)C(=O)CN(C1CCCCC1)S(C)(=O)=O	7	34	-0.21	0.7	31	-5	0.7	-8	-10
Cc1nnc(N2CCN(C)CC2)c2nn(-c3ccc(Cl)cc3)c(C)c12	0	nt	nt	nt	nt	1	nt	-24	-9
CCCC(=O)n1nc(-c2cccnc2)nc1N	6	0	0.93	1.1	-14	-1	1	14	-7
CC(C(=O)Nc1ccccc1F)N1C(=O)c2ccccc2C1=O (stereo unspecified)	18	31	-0.35	0.8	20	nt	0.7	-1	-27
CC1(C)CC(=O)C2=C(C1)NCN(CCCN1CCOCC1)C2	nt	-1	-0.029	1	4	-5	1	nt	nt
CC(C)OC(=O)c1c(NC(=O)c2ccco2)sc2c1CCCCC2	0	15	-0.11	0.7	33	3	0.9	-7	12
Cc1ccc(-c2n[nH]c(=S)n2Cc2ccccc2)cc1	-2	27	-1.8	0.6	38	-2	0.7	27	34
CC(=O)Nc1ccc(NC(=O)C2CCN(c3c(Cc4ccccc4)c(C)nc4ncnn34)CC2)cc1	3	nt	-1.4	nt	nt	5	nt	-15	-20
Cc1nnc(NC2=NCCCCC2)o1	20	-4	0.14	1.1	-12	-2	1	-24	-22
O=c1c2c3c(sc2ncn1-n1cccc1)CCCCC3	-5	nt	0.31	nt	nt	2	nt	-11	-9
NC(=O)C1CCCN(S(=O)(=O)c2ccc(Br)cc2)C1 (stereo unspecified)	-4	59*	0.17	1.5	-46	9	0.4	-27	-8
CCOc1ccccc1NC(=O)C(CC(C)C)NC(=O)C1CCC(C)CC1 (stereo unspecified)	0	12	-0.86	0.9	8	nt	0.9	-4	-11
COc1ccc(OC)c(S(=O)(=O)N(C)CC(=O)N2CCN(c3ccc(F)cc3)CC2)c1	-43	20	-0.015	0.5	47	4	0.8	4	nt
CCNC(=O)C1CC(=O)OC12CCCCC2 (stereo unspecified)	7	31	nt	1	0	4	0.7	-8	2
O=C(NCc1ccco1)c1cc(S(=O)(=O)N2CCOCC2)ccc1Cl	10	13	-1.2	0.9	12	-1	0.9	2	-36
CN(C)C=NC(=O)c1ccc(N2CCN(c3ncc(C(F)(F)F)cc3Cl)CC2)cc1	9	14	0.092	1	-2	0	0.9	-16	-1
CCOC(=O)N1CCN(C(=O)c2cc3c(=O)n(C)c4ccccc4c3n2C)CC1	18	2	-0.085	1	4	6	1	-15	11
Cc1ccc(-n2nc3cc(C)c(N)cc3n2)cc1	-2	-22	1	1	-4	-2	1.2	12	-11
COc1cc(OC)cc(C(=O)Nc2cccc(NC(C)=O)c2)c1	nt	0	1.7	0.9	8	-3	1	nt	nt
CC(=O)SC(C)CC(=O)NCc1ccccc1 (stereo unspecified)	11	42	0.3	0.9	10	3	0.6	-7	-12
CCCCN(C(=O)CSc1nnc(Nc2ccc(C)c(C)c2)s1)c1c(N)n(Cc2ccccc2)c(=O)[nH]c1=O	1	27	0.29	0.7	27	nt	0.7	-23	-13
Cc1ccc(C)c(NC(=O)CSc2nnc(-c3ccccc3)n2N)c1	19	63*	0.13	0.7	35	2	0.4	-55	-11
CCOC(=O)c1ccc(N2C(=O)CC(NC3CCN(C(=O)c4ccc(F)cc4)CC3)C2=O)cc1 (stereo unspecified)	21	1	-0.55	1	-3	6	1	-28	2

Compound profiles (already shown). Screens in order: VCAM1 TNFa inh	CYP2C19 inh	DAT uptake mod	CYP2C9 act	CYP2C9 inh	Calb biofilm kill	CYP2C19 act	IL1B cytotox	HUVEC tox TNFa
Profile of `COc1ccc(OC)c(S(=O)(=O)N(C)CC(=O)N2CCN(c3ccc(F)cc3)CC2)c1` = -43	20	-0.015	0.5	47	4	0.8	4	nt
Profile of `Cc1ccc(-c2n[nH]c(=S)n2Cc2ccccc2)cc1` = -2	27	-1.8	0.6	38	-2	0.7	27	34
